Compound activity as filed in PubChem.
OXTR ag: agonists of human oxytocin receptor; activation, % at 3 µM; AID 2435; CHO-OTR cells, Fluo-8 calcium fluorescence; normalized: DMSO 0%, oxytocin 100%; 320,000 tested, 0.32% active;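 active = activation above the mean of all tested compounds plus 3 SD, cutoff set per screening run, cut at about 20% in these data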;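 also: peak over basal fluorescence ratio from a 100 s FLIPR kinetic read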
GPR7 antag: human neuropeptides B/W receptor 1 antagonism | P48145 | GPR7-expressing cells, fluorescence antagonist assay | inhibition, % at 4.4 µM | 290,000 tested, 1.1% active | AID 1861; in the data active = inhibition above about 16%, passing the limit was not always enough;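 also: cells stimulated with the agonist NPW; 0% = agonist with vehicle and 100% = vehicle without agonist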
NALP1 inh: NALP1 inhibition | S. cerevisiae NALP1/ASC/caspase-1 growth, X-gal OD620, 72 h | inhibition, % at 10 µM | 280,000 tested, 0.61% active | AID 2071; in the data active = inhibition mostly above about 24%, no sharp cut-off; inactive = mostly below about 32%; also: some compounds called inactive have numbers as strong as hits
M18AAP inhibitor: blocks P. falciparum M18 aspartyl aminopeptidase. 290,000 tested, 1.2% active. AID 1822. recombinant PfM18AAP, H-Glu-NHMec fluorogenic cleavage. inhibition, % at 7.35 µM;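 active = inhibition above the campaign mean inhibition over all tested compounds plus 3 SD, cut at about 28% in these data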;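 also: 0% = plate median of test compound wells and 100% = 2 mM ZnCl2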
FID counter: fluorescent intercalator displacement, NS3 helicase counter-screen; DNA fluorescent intercalator displacement, fluorescence; inhibition, % at 7.9 µM; 290,000 tested, 0.17% active; AID 1845; in the data active = inhibition above about 37%;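 also: 0% = vehicle and 100% = reference compound; higher means more ethidium bromide displaced from hairpin DNA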
PHOSPHO1 inh: PHOSPHO1 (human) inhibition. inhibition, % at 13.3 µM. AID 1565. 290,000 tested, 1.1% active. recombinant PHOSPHO1, absorbance phosphatase assay; in the data active = inhibition above about 60%
Target sequence (Q8TCT1 whole entry, looked up): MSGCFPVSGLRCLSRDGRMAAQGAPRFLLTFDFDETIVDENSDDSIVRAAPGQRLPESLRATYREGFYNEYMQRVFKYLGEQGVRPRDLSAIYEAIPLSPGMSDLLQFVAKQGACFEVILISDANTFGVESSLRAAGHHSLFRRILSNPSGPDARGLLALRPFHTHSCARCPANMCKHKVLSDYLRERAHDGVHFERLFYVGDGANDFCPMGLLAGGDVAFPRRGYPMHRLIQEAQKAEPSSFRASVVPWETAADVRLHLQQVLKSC
MEKK3 PB1 HTS: modulators (inhibitors or enhancers) of MEK5 binding to human MEKK3 PB1 domain; Q99759; bead-based flow cytometry, Alexa488-MEK5 binding to MEKK3; actives lie on both sides; 0 = blocked by unlabeled MEK5, 100 = vehicle; binding response (% of control), % at 10 µM; 290,000 tested, 1.4% active; AID 1529;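 active = binding response more than 3 SD above or below the average of its plate-row segment, actives on both sides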;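 also: Alexa488 bead fluorescence after subtracting the streptavidin-only scavenger bead signal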
Target sequence (Q99759 whole entry, looked up, the tested form may be a part): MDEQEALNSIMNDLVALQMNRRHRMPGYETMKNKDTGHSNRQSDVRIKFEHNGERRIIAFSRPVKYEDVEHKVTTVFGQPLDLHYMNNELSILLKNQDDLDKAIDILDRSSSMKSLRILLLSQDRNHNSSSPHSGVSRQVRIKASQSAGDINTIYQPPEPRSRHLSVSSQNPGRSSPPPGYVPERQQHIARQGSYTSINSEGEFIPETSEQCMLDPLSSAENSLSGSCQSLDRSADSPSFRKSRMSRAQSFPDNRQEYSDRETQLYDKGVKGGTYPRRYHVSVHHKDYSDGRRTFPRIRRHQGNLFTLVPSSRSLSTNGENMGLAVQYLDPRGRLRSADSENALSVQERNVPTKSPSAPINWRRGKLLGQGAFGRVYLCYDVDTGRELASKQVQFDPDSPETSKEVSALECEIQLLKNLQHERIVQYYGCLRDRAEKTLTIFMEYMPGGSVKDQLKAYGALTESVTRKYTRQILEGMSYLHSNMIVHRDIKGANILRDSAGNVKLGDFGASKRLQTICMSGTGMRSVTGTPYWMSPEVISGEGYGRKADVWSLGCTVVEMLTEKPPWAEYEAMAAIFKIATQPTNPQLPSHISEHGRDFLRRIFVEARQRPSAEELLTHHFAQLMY
MEKK2 mut-MEK5: signal of MEK5 binding to mutant human MEKK2 PB1 domain; bead flow cytometry, Alexa488-MEK5 binding to MEKK2 mutant; percent response, % at 10 µM; 290,000 tested, 0.35% active; AID 1530; in the data active = percent response above about 24%, passing the limit was not always enough; also: inactives centre near 1; some results filed as inactive read as strong as hits; reference of the scale not given here
MEKK2wt PB1 HTS: raises or lowers MEK5 binding to wildtype human MEKK2 PB1 domain | binding response (% of control), % at 10 µM | bead flow cytometry, Alexa488-MEK5 binding to MEKK2 WT; actives lie on both sides | AID 1531 | Q9Y2U5 | 290,000 tested, 1.1% active; in the data active = binding response below about 67% or above about 130%
* marks the source's active call; other numbers are inactive results; . = no result given.

SMILES	OXTR ag	GPR7 antag	NALP1 inh	M18AAP inhibitor	FID counter	PHOSPHO1 inh	MEKK3 PB1 HTS	MEKK2 mut-MEK5	MEKK2wt PB1 HTS
O=C(c1ccco1)N1CCC(c2ccccc2)C1 (stereo not given)	-1.9	-1	0	-1	-8	-2	103	4	102
S=C(Nc1ccc(Br)cc1)NC1CCCC1	6.0	-7	0	14	-5	6	114	-1	99
COc1cc(SC)ccc1C(=O)OC(C)C(=O)Nc1ccc(NC(C)=O)cc1 (stereo not given)	1.0	8	4	-9	-27	27	103	3	104
COc1ccc(N(C(=O)COc2ccccc2)C2C=CS(=O)(=O)C2)c(OC)c1 (stereo not given)	0.7	4	16	-18	-21	51	99	0	103
COc1ccc(C(=O)NCC(=O)OCC(=O)N2CCC(C)CC2)cc1OC	0.5	-6	-2	-9	-11	8	100	0	99
COc1ccccc1NC(=O)CSc1nnnn1-c1ccccc1OC	-0.1	0	2	2	-15	45	110	17	112
CCN(CC)C(=O)c1ccccc1NC(=O)CN1C(=O)c2ccccc2S1(=O)=O	-0.3	-6	20	-6	-7	3	102	3	106
COc1cccc(CNc2ncc(-c3ccccc3)n2C)c1	-0.3	-1	-8	4	16	8	103	17	109
COc1ccc(CNCCCSc2ncccn2)c(OC)c1	0.1	-12	9	-8	4	.	103	22	128
COc1cnc(NS(=O)(=O)c2ccc(N)cc2)nc1	0.1	-13	14	0	-13	1	60	2	74
COc1ccc(C(=O)N2CCN(S(=O)(=O)c3ccccc3)CC2)c(OC)c1	-0.7	0	8	-1	-22	5	116	9	118
O=C1C(C2=NC(c3ccccn3)C3C(=O)N(c4ccc(Cl)cc4Cl)C(=O)C23)=C(O)c2ccccc21 (stereo not given)	0.6	-15	.	-5	-12	48	109	1	102
Cc1onc(-c2c(Cl)cccc2Cl)c1C(=O)Nc1ccc(N2CCOCC2)cc1	0.5	12	22	0	-19	4	91	-8	92
Cc1ccccc1NC(=O)/C(C#N)=C\c1cccnc1	0.5	-11	32	3	3	0	104	5	106
O=C(Cn1c(=O)oc2ccccc21)Nc1cccc(Cl)c1	2.0	17	4	-4	0	40	104	0	100
CCNC(=S)NNC(=O)c1nn(C)c(C)c1Cl	0.7	5	-26	19	-1	32	127	-1	112
COC(=O)c1ccccc1NC(=O)c1noc2c1CC(C(C)(C)C)CC2 (stereo not given)	0.3	-6	-14	6	-7	-14	111	5	107
CCn1cc(CNC(=O)c2cc(-c3ccccc3OC)nc3ccccc23)c(C)n1	-1.3	-9	2	2	-18	16	99	-1	100
CCOC(=O)N1CCN(Cc2ccccn2)CC1	-0.1	-6	6	22	0	-50	95	-5	95
O=C(O)c1cc([N+](=O)[O-])ccc1NCCCc1ccccc1	0.2	.	.	.	.	.	109	4	108

Reprinted at random: 3 compounds from above
SMILES	OXTR ag	GPR7 antag	NALP1 inh	M18AAP inhibitor	FID counter	PHOSPHO1 inh	MEKK3 PB1 HTS	MEKK2 mut-MEK5	MEKK2wt PB1 HTS
COc1cccc(CNc2ncc(-c3ccccc3)n2C)c1	-0.3	-1	-8	4	16	8	103	17	109
COc1ccc(CNCCCSc2ncccn2)c(OC)c1	0.1	-12	9	-8	4	.	103	22	128
O=C(Cn1c(=O)oc2ccccc21)Nc1cccc(Cl)c1	2.0	17	4	-4	0	40	104	0	100

Profiles, looked up by structure. Order of values: OXTR ag	GPR7 antag	NALP1 inh	M18AAP inhibitor	FID counter	PHOSPHO1 inh	MEKK3 PB1 HTS	MEKK2 mut-MEK5	MEKK2wt PB1 HTS
Shown for `COc1ccc(N(C(=O)COc2ccccc2)C2C=CS(=O)(=O)C2)c(OC)c1` (stereo not given) = 0.7	4	16	-18	-21	51	99	0	103
Shown for `CCOC(=O)N1CCN(Cc2ccccn2)CC1` = -0.1	-6	6	22	0	-50	95	-5	95
Shown for `COc1ccc(C(=O)NCC(=O)OCC(=O)N2CCC(C)CC2)cc1OC` = 0.5	-6	-2	-9	-11	8	100	0	99
Shown for `O=C(Cn1c(=O)oc2ccccc21)Nc1cccc(Cl)c1` = 2.0	17	4	-4	0	40	104	0	100

(cont.)
SMILES	OXTR ag	GPR7 antag	NALP1 inh	M18AAP inhibitor	FID counter	PHOSPHO1 inh	MEKK3 PB1 HTS	MEKK2 mut-MEK5	MEKK2wt PB1 HTS
COc1cc(S(=O)(=O)N2CCCCC2)ccc1NC(=O)c1ccccc1Cl	0.0	-11	-10	4	-22	-10	68	2	75
C=C(C)COc1ccc(-c2[nH]ncc2Oc2ccccc2OCC)c(O)c1	-0.1	-3	22	10	-7	7	106	0	107
O=C(c1ccco1)N1CCN(c2ccc([N+](=O)[O-])cc2Cl)CC1	5.8	-3	.	4	-7	30	97	-8	97
COc1ccc(C2NC(c3ccc(OC)cc3OC)C(C)C(=O)C2C)c(OC)c1 (stereo not given)	-0.6	-11	3	1	-11	6	108	6	109
CC1CCc2cc(F)ccc2N1C(=O)c1cc2nc(-c3ccco3)cc(C(F)(F)F)n2n1 (stereo not given)	-1.2	-11	35	-5	-4	0	99	7	95
Cc1cc(C)n2ncc(C(=O)Nc3cccc(O)c3)c2n1	0.0	-5	22	5	-4	36	109	1	106
CCOC(=O)c1c(C)n(C)c2ccc(OC)c(NC(=O)CN3CCC4(CC3)OCCO4)c12	-0.5	-16	-18	-2	-24	97*	102	-1	103
COc1ccc(-c2cc(C(=O)O)c3sc(N4CCCCC4)nc3n2)cc1OC	0.3	1	14	6	-33	-12	99	0	92
O=C(Nc1ccc(-n2nncc2-c2ccco2)cc1)c1ccc(F)cc1	-0.3	22*	-19	7	-12	17	104	6	103
CCCCc1nnc(NC(=O)c2ccc3[nH]c(=O)c(=O)[nH]c3c2)s1	1.5	-7	6	0	-33	40	102	10	110
COCCNC(=O)c1nc2c(nnn2Cc2cc(C)ccc2C)c(=O)[nH]1	-0.6	-7	3	4	-10	-4	96	-6	103
COc1ccc(C(=O)Nc2cc(C(=O)NCCc3ccccc3)ccc2Cl)cc1	1.2	-1	10	-6	-24	1	102	1	100
CC1CN(C(=O)c2ccc(NS(=O)(=O)c3ccc(C(C)(C)C)cc3)cc2)CC(C)O1 (stereo not given)	.	33*	7	-1	-41	.	98	2	100
Cc1cc(C)nc(N2C(=O)CC(C(C)c3ccccc3)C2=O)n1 (stereo not given)	0.7	-6	21	3	-4	0	103	4	103
O=C(NCc1ccc(Cl)cc1Cl)C1CC(=O)N(Cc2ccccc2)C1 (stereo not given)	0.0	5	-11	-8	-18	-14	103	2	107
COc1ccc(C2CC(c3cccs3)=NN2C(=O)CCC(=O)O)cc1 (stereo not given)	0.7	-10	5	5	-35	-11	92	1	96
COc1ccc(C(=O)/C=C2\NCC3c4ccccc4CCN3C2=O)cc1 (stereo not given)	-0.8	-7	9	1	-1	-19	106	3	106
CCOC(=O)N1C2=NC(C(=O)OC)=C(C(=O)OC)[C@@H]3Nc4ccccc4[C@]23C[C@H]1C(=O)OC	-0.1	.	-1	.	.	31	95	1	101
Cc1[nH]n(-c2ccccc2)c(=O)c1C1(C(F)(F)F)C(=O)N(c2ccccc2)C2=C1C(=O)CC(C)(C)C2 (stereo not given)	-0.3	4	6	6	-20	0	102	-1	100
CCn1cc(/C=C(\NC(=O)c2ccc(OC)c(OC)c2)C(=O)NCCCN2CCOCC2)c2ccccc21	.	7	21	1	18	31	101	-1	104
CCOCCOc1nc2c(c(=O)n(C)c(=O)n2C)n1Cc1ccc(C)cc1	-0.7	10	7	-3	-8	-1	101	3	102
Cc1ccc(-c2noc(CN3CCN(C(c4ccccc4)c4ccccc4)CC3)n2)cc1	-0.9	4	1	-20	1	22	104	11	114
O=S(=O)(Cc1ccccc1)NCCc1ccc(F)cc1	-0.7	1	-6	-4	-6	19	99	3	103
O=c1cc(C(F)(F)F)nc(SCc2cccnc2)[nH]1	-0.2	-3	8	0	-1	22	98	6	100
CC1(C)Cc2c(C#N)c(SCC(=O)c3ccccc3)nc(N3CCOCC3)c2CS1	0.3	-6	12	6	-9	-10	103	2	100
CCOC(=O)c1c(-c2ccncc2)csc1N	-1.6	9	3	3	-4	-21	101	-3	103
Cc1cc(C)c2[nH]c(O)c(N=NC(=O)c3cc4c(s3)CCCC4)c2c1	0.8	-5	21	-3	-1	10	108	5	95
CCOc1ccc(NC(=S)N2C3CCCC2CC(NC(=O)C2CC2)C3)cc1 (stereo not given)	0.1	-12	-18	3	-13	28	100	0	93
O=C(NCCO)c1ccc(Cl)c(Cl)c1	1.3	-8	24	3	2	6	103	-3	98
Cc1cc(C)n(CCn2nc(C)cc2C)n1	-0.1	-7	3	3	-3	13	83	-12	88
CC(C)NC(=O)CCc1nc2cccnc2n1-c1ccccc1	-0.1	56*	7	1	-4	44	101	4	104
CCOc1cc(NC(=S)NCC2CCCO2)c(OCC)cc1NC(=O)c1cccc(C)c1 (stereo not given)	-1.1	-9	-5	3	-10	14	93	0	97
COc1cc2c(cc1OC)C(SC)=NC(C)(C)C2	-0.8	-6	35	-7	-2	0	96	0	103
CCc1ccc(-c2nn(-c3ccccc3)cc2C2SCC(=O)N2Cc2ccco2)cc1 (stereo not given)	0.6	-14	10	-2	-26	-38	.	.	.
C[n+]1ccc(/C=C/c2cccs2)cc1	0.3	-15	11	-16	1	74*	100	-3	101
CC(=O)Nc1ccc(S(=O)(=O)N2CCN(C(=O)N3CCCCCC3)CC2)cc1	0.7	-5	6	-2	-9	18	102	2	101
CC(=O)Nc1ccc(CN2CCN(Cc3ccc(C)cc3)C(CCO)C2)cc1 (stereo not given)	0.8	-7	5	-12	0	18	102	1	101
COCC(C)NC(=O)C1CC(=O)N(c2ccc(C)cc2)C1 (stereo not given)	0.4	-11	26	1	-3	3	95	0	99

No new results follow: 3 of the compounds above.
SMILES	OXTR ag	GPR7 antag	NALP1 inh	M18AAP inhibitor	FID counter	PHOSPHO1 inh	MEKK3 PB1 HTS	MEKK2 mut-MEK5	MEKK2wt PB1 HTS
COc1cccc(CNc2ncc(-c3ccccc3)n2C)c1	-0.3	-1	-8	4	16	8	103	17	109
COc1ccc(CNCCCSc2ncccn2)c(OC)c1	0.1	-12	9	-8	4	.	103	22	128
COc1cnc(NS(=O)(=O)c2ccc(N)cc2)nc1	0.1	-13	14	0	-13	1	60	2	74
